mIAP block: blocks mouse intestinal alkaline phosphatase; inhibition, % at 10 µM; AID 2806; purified mouse IAP, CDP-Star luminescence, 30 min; 0.2% of 330,000 active;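 active means inhibition of at least 40% at 10 µM in the primary screen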;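 further: plate controls were DMSO with enzyme for no effect and no enzyme wells for full effect; values of inactives mirror those of a sister screen read the other way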
A3G deaminase: APOBEC3G (human) deaminase inhibition. Q9HC16. recombinant A3G, ssDNA deamination FAM/TAMRA fluorescence. inhibition, % at 20 µM. 0.28% of 330,000 active;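 active means inhibition of at least 40% at 20 µM, with no more than 30% in the related APOBEC3A deaminase screen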;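 further: plate controls were DMSO wells with A3G for no effect and wells lacking A3G enzyme for full effect; some compounds called inactive have numbers as strong as hits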
Target sequence (Q9HC16 whole entry, looked up): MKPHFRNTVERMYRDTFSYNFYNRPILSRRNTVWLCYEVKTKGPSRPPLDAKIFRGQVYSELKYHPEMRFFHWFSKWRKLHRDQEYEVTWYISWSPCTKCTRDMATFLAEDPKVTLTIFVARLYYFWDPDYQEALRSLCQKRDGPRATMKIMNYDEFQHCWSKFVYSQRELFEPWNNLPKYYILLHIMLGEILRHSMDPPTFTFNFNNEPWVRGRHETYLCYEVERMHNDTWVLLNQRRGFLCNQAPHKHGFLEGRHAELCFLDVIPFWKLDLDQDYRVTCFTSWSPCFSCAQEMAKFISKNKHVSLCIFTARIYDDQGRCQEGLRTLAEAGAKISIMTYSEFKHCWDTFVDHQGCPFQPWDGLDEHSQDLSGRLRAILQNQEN
A3A deaminase: human APOBEC3A DNA deaminase inhibition; 0.41% of 330,000 active; AID 493011; recombinant A3A, FAM/TAMRA ssDNA deamination fluorescence; inhibition, % at 20 µM;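 active means at least 40% inhibition at 20 µM here, with at most 30% in a related deaminase screen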;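 further: plate controls were A3A with DMSO for no effect and wells lacking A3A enzyme for full effect; some results filed as inactive read as strong as hits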
Target sequence (P31941 whole entry, looked up): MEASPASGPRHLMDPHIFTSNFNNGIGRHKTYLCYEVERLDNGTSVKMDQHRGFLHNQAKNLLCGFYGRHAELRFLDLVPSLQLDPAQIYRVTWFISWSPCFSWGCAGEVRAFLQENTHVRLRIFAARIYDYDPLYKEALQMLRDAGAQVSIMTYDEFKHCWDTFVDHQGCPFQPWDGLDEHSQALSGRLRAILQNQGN
mIAP act: mouse IAP activation; muIAP, CDP-Star luminescence, 30 min; hits give high values; 1 = vehicle-only enzyme signal, 0 = enzyme-free wells; activation factor at 10 µM; 0.24% of 330,000 active; AID 2805;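 active means activation factor of at least 2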; further: the source names both 10 and 20 µM as test concentration; values of inactives mirror those of a sister screen read the other way
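System: mouse IAP enzyme. Reagent: CDP-Star chemiluminescent phosphatase substrate. Benchmarks: DMSO wells, no-enzyme wells. Times: 30 min enzyme-substrate-compound incubation at room temperature. Detection: luminescence from enzymatic CDP-Star hydrolysis. Doses: test compounds delivered from DMSO solution.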
beta cell repl: induces beta-cell replication in MIN6 cells. proliferation, % at 10 µM. MIN6 cells proliferation, ATPlite luminescence, 48 h; cells starved in 0.2% serum; 100% = growth in 10% serum. 0.29% of 330,000 active;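 active means compounds whose signal lies at least 3.5 SD above the mean of all wells on their plate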;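 further: 0% = DMSO-treated cells in low-serum medium and 100% = 10% serum control; some compounds called inactive have numbers as strong as hits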
hIAP inh: human IAP inhibition; P09923; purified IAP, CDP-Star luminescence, 30 min; 0.12% of 330,000 active; inhibition, % at 10 µM;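 active means inhibition reaching a set limit with compound at 10 µM in the primary screen, cut at about 35% in these data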;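 further: plate controls were DMSO wells with enzyme for no effect and no-enzyme buffer wells for full effect; values of inactives mirror those of a sister screen read the other way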
hIAP act: human IAP activation | AID 2524 | 0.16% of 330,000 active | purified human IAP, CDP-Star luminescence, 30 min; hits give high values; 1 = vehicle-only enzyme, 0 = enzyme-free background | activation factor at 10 µM | P09923;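 active means activation factor of the enzyme at least 2-fold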; further: the source names both 10 and 20 µM as test concentration; values of inactives mirror those of a sister screen read the other way
SENP1 inh: inhibitors of human SENP1 SUMO protease catalytic domain | AID 624204 | 0.21% of 360,000 active | inhibition, % at 10 µM | recombinant SENP1 catalytic domain, CyPet-SUMO1-YPet FRET cleavage;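 active means inhibition at least 30% at 10 µM, raw YFP signal under a set limit, fluorescence ratio 0.5 to 1.5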;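 further: 0% = enzyme with DMSO and 100% = no enzyme wells; some results filed as inactive read as strong as hits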
Target sequence (Q9P0U3 419-644 limits assumed): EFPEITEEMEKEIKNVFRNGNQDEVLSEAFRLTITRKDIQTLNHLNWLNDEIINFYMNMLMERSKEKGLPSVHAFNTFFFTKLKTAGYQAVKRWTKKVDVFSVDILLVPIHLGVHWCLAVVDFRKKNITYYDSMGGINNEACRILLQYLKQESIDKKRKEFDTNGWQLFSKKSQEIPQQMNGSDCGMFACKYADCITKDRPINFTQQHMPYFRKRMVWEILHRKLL
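Test system: human SENP1 catalytic domain; medium: Tris pH 8 buffer plus EDTA, NaCl, BME, BSA, NP40, catalase; incubation: 50 min reaction at room temperature; technique: FRET, CFP and YFP emission; controls: no-enzyme low control and enzyme-plus-DMSO high control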
NALP3 yeast inh: NALP3 inhibition in yeast | 0.39% of 330,000 active | inhibition, % at 10 µM | Yeast reconstituted NLRP3/ASC/caspase-1, beta-gal luminescence, 24 h;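 active means inhibition of 50% or more; inactive means inhibition below 50%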;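 further: plate controls were induced DMSO wells for no effect and uninduced yeast grown without galactose for full effect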
* = called active by the depositor. Not all compounds are listed (hit frequency here may not be typical).

SMILES	mIAP block	A3G deaminase	A3A deaminase	mIAP act	beta cell repl	hIAP inh	hIAP act	SENP1 inh	NALP3 yeast inh
CCCn1c(NC(=O)c2cccc(S(=O)(=O)N3CCCC3)c2)nc2ccccc21	1	-8	-1	0.99	-5	4	0.96	-2	10
CN(C)S(=O)(=O)N1CCC(Oc2ccc(C(=O)NCCc3cscn3)cc2)CC1	6	-2	-3	0.94	1	0	1	1	2
COc1ccc(C2C(C(N)=O)=C(C)Nc3nc(-c4cccc(Cl)c4)nn32)cc1OC (configuration not stated)	-6	-6	-5	1.1	4	-2	1	-66	-8
Cc1ccc(S(=O)(=O)N2CCCCCC2)cc1C(=O)Nc1cccnc1	2	-4	-3	0.98	-2	-5	1.1	-3	1
CCN(CC)S(=O)(=O)c1ccc2c(c1)nc(SCC(=O)N(C)C1CCS(=O)(=O)C1)n2CC (configuration not stated)	3	-6	6	0.97	1	2	0.98	1	8
CS(=O)(=O)Nc1ccccc1N=C(c1ccccc1)c1ccccc1	2	-2	-3	0.98	-1	8	0.92	2	0
Fc1cccc(CN(C2=NCCN2)c2c(Cl)cccc2Cl)c1	-16	4	-1	1.2	-6	-37	1.4	-1	17
COc1ccc(Oc2nc(-c3ccccc3)ncc2C(=O)O)cc1	5	-7	-2	0.95	0	-4	1	2	12
COC(=O)c1ccccc1NC(=O)CCCn1nc([N+](=O)[O-])cc1C	3	-7	0	0.97	1	-2	1	3	4
CCOC(=O)CNC(=O)C1c2cc(OC)c(OC)cc2C(=O)N(C)C1c1ccccc1F (configuration not stated)	7	1	3	0.93	1	3	0.97	-2	5
COCCCNC(=O)C(F)(F)C(F)(F)C(=O)NCCCOC	17	-3	3	0.83	-2	0	1	0	10
Cc1cc(C)n(CC(=O)c2cccc(N)c2)n1	12	-2	1	0.88	-3	1	0.99	0	-13
CCOC(=O)c1c(NC(=O)c2ccccc2C)sc2c1CC(C)(C)OC2	0	-4	1	1	-5	14	0.86	1	12
Cc1ccc2nc(-c3ccc(NC(=O)C(C)N4C(=O)c5ccccc5C4=O)cc3)sc2c1 (configuration not stated)	2	-5	0	0.98	0	-13	1.1	-49	-4
CC(C)Oc1ccc(CNC(=O)CCC(=O)N2CCSc3ccccc32)cc1	-2	-3	-5	1	2	5	0.95	2	21
COC(=O)c1ccc(COc2ncnc3ccccc23)o1	0	-1	1	0.99	0	-6	1.1	0	18
COc1ccc(C2=NOC(C(=O)NCc3ccccc3)C2)cc1 (configuration not stated)	2	-5	0	0.98	-5	20	0.8	2	32
O=C(Nn1c(SCc2ccccc2F)nc2ccsc2c1=O)c1ccccc1	-10	-6	-2	1.1	-3	-4	1	1	-25
CCC(=O)c1cn(CC(=O)NCc2cccnc2)c2ccccc12	1	-4	-2	0.99	-3	4	0.96	-1	0
CCOC(=O)/C(C#N)=C\c1cccnc1	1	-9	-5	0.99	3	-1	1	0	8

Some of the entries so far, with values under each structure:
The line under a structure holds: mIAP block	A3G deaminase	A3A deaminase	mIAP act	beta cell repl	hIAP inh	hIAP act	SENP1 inh	NALP3 yeast inh
CCN(CC)S(=O)(=O)c1ccc2c(c1)nc(SCC(=O)N(C)C1CCS(=O)(=O)C1)n2CC (configuration not stated)
→ 3	-6	6	0.97	1	2	0.98	1	8
CS(=O)(=O)Nc1ccccc1N=C(c1ccccc1)c1ccccc1
→ 2	-2	-3	0.98	-1	8	0.92	2	0
Fc1cccc(CN(C2=NCCN2)c2c(Cl)cccc2Cl)c1
→ -16	4	-1	1.2	-6	-37	1.4	-1	17
COc1ccc(Oc2nc(-c3ccccc3)ncc2C(=O)O)cc1
→ 5	-7	-2	0.95	0	-4	1	2	12
COC(=O)c1ccccc1NC(=O)CCCn1nc([N+](=O)[O-])cc1C
→ 3	-7	0	0.97	1	-2	1	3	4
CCOC(=O)CNC(=O)C1c2cc(OC)c(OC)cc2C(=O)N(C)C1c1ccccc1F (configuration not stated)
→ 7	1	3	0.93	1	3	0.97	-2	5
COCCCNC(=O)C(F)(F)C(F)(F)C(=O)NCCCOC
→ 17	-3	3	0.83	-2	0	1	0	10
Cc1cc(C)n(CC(=O)c2cccc(N)c2)n1
→ 12	-2	1	0.88	-3	1	0.99	0	-13
CCOC(=O)c1c(NC(=O)c2ccccc2C)sc2c1CC(C)(C)OC2
→ 0	-4	1	1	-5	14	0.86	1	12
Cc1ccc2nc(-c3ccc(NC(=O)C(C)N4C(=O)c5ccccc5C4=O)cc3)sc2c1 (configuration not stated)
→ 2	-5	0	0.98	0	-13	1.1	-49	-4
CC(C)Oc1ccc(CNC(=O)CCC(=O)N2CCSc3ccccc32)cc1
→ -2	-3	-5	1	2	5	0.95	2	21
COC(=O)c1ccc(COc2ncnc3ccccc23)o1
→ 0	-1	1	0.99	0	-6	1.1	0	18
COc1ccc(C2=NOC(C(=O)NCc3ccccc3)C2)cc1 (configuration not stated)
→ 2	-5	0	0.98	-5	20	0.8	2	32

The listing continues.
SMILES	mIAP block	A3G deaminase	A3A deaminase	mIAP act	beta cell repl	hIAP inh	hIAP act	SENP1 inh	NALP3 yeast inh
CCOC(=O)c1sc(NC(=O)c2ccc(OC(C)=O)cc2)nc1C	-10	-7	-2	1.1	-4	10	0.9	0	-3
Cc1nc(C(=O)N2CCCC(C(=O)c3ccc(Cl)cc3)C2)cs1 (configuration not stated)	0	-2	0	1	0	2	0.98	3	14
COC(=O)c1ccc(C(=O)OC)c(NC(=S)N2CCC(N3CCCCC3)CC2)c1	9	-5	-2	0.91	-1	4	0.96	-31	-4
CCCCNC(=O)/C=C/c1ccc(OC)c(Br)c1	11	-7	4	0.89	-3	20	0.8	4	16
O=C(C1CCC(CNS(=O)(=O)c2cccs2)CC1)N1CCN(c2ccc(F)cc2)CC1 (configuration not stated)	0	-5	-3	0.99	0	6	0.94	2	13
Fc1ccc(N/N=C/c2ccncc2)c(F)c1	6	5	3	0.94	-1	14	0.86	3	19
N#Cc1ccccc1CSc1ccccn1	-11	7	-3	1.1	-3	-15	1.1	1	-2
CC[C@@H]1C/C=C\Cc2ccccc2[C@@H](C(=O)C[C@H](O)CC(C)=O)OC1=O	-2	-5	-4	1	0	4	0.96	1	17
Cc1ccc(S(=O)(=O)NCCNC(=O)c2cc(OCC(F)(F)F)ccc2OCC(F)(F)F)cc1	4	-6	-1	0.96	0	-65	1.7	-3	-6
N#Cc1ccc(OCC(=O)OCC(=O)Nc2cc(C(F)(F)F)ccc2N2CCOCC2)cc1	-1	-3	-3	1	0	16	0.84	3	13

Ordered by molar mass (high to low): some entries from above.
SMILES	mIAP block	A3G deaminase	A3A deaminase	mIAP act	beta cell repl	hIAP inh	hIAP act	SENP1 inh	NALP3 yeast inh
Cc1ccc(S(=O)(=O)NCCNC(=O)c2cc(OCC(F)(F)F)ccc2OCC(F)(F)F)cc1	4	-6	-1	0.96	0	-65	1.7	-3	-6
O=C(C1CCC(CNS(=O)(=O)c2cccs2)CC1)N1CCN(c2ccc(F)cc2)CC1 (configuration not stated)	0	-5	-3	0.99	0	6	0.94	2	13
CC[C@@H]1C/C=C\Cc2ccccc2[C@@H](C(=O)C[C@H](O)CC(C)=O)OC1=O	-2	-5	-4	1	0	4	0.96	1	17

Further entries follow:
SMILES	mIAP block	A3G deaminase	A3A deaminase	mIAP act	beta cell repl	hIAP inh	hIAP act	SENP1 inh	NALP3 yeast inh
COc1ccc(/C=C/C(=O)NC(=S)NNC(=O)c2cnccn2)cc1	23	-8	-5	0.77	-2	-49	1.5	-1	1
O=C(CNC(=O)c1ccc(Cl)cc1)c1ccc(Br)cc1	1	-3	1	0.99	-1	-18	1.2	-1	10
COc1cccc(NC(=S)N2CCN(C)CC2)c1	-1	-2	-3	1	-3	-27	1.3	14	23
CCCNc1c(NS(=O)(=O)c2ccc(C)cc2C)c(=O)oc2ccccc12	-2	-7	1	1	-6	2	0.98	0	22
CC(=O)CSc1cc(-c2ccccc2)nc2ncnn12	28	-6	-5	0.72	-1	-11	1.1	0	10
CCOC(=O)CNS(=O)(=O)c1ccc2c3c(cccc13)C(=O)N2CC	7	-11	3	0.93	1	3	0.97	-36	-7
Cc1ccc(N2C(=O)N(CC(=O)Nc3ccc(C)cc3Cl)C(=O)C2C)cc1 (configuration not stated)	0	-5	0	0.99	-2	6	0.94	1	29
C/C(=N\NC(=O)c1ccn(C)n1)c1cccc(NC(=O)c2ccncc2)c1	-4	-7	2	1	-1	-6	1.1	2	-2
COc1cc(OC)cc(C(=O)Nc2ccc(C(=O)NCC3CCCO3)cc2)c1 (configuration not stated)	-12	-4	-5	1.1	-2	-3	1	-3	17
Cc1cc(C)c(NC(=O)CN2CCOCCOCCOCCOCC2)c(C)c1	-6	-1	-2	1.1	-2	-2	1	1	-7
CCC(=O)c1ccc(OCC(=O)OCC(=O)N2CCCc3ccccc32)cc1	1	-1	2	0.99	1	11	0.89	-4	6
Cc1occc1C(=O)NNC(=O)C1CCCC1	2	-6	-9	0.98	-3	-6	1.1	1	2
Cc1csc(NC(=O)c2ccc(N3CCCC3=O)cc2)n1	-2	-15	-4	1	-6	7	0.93	1	8
Cc1cc(C)c(OCC(=O)Nc2nnc(C3CC3)s2)c(C)c1	4	-10	-3	0.96	9	3	0.97	1	3
Cn1c(SCC(N)=O)nnc1-c1ccc(S(=O)(=O)N2CCCC2)cc1	1	-11	-3	0.99	1	15	0.85	1	17
COc1ccc(C(CCN)c2ccc3c(c2)OCO3)cc1 (configuration not stated)	-10	-3	0	1.1	-4	11	0.89	-2	19
CC1CCN(C(=O)N[C@@H](Cc2ccccc2)C(=O)O)CC1	-2	-3	-2	1	2	1	0.99	-1	19
CC(=O)NC1(NC(C)=O)CCN(C)CC1	1	-4	-3	0.99	2	17	0.83	1	30
CCC(C)(C)n1nnnc1C(C(C)C)N(CCCO)Cc1cc2cc(C)ccc2[nH]c1=O (configuration not stated)	3	-8	-1	0.97	-2	-6	1.1	-4	-11
COC(=O)c1ccc(CO/N=C2\CCCc3nonc32)cc1	-7	-10	-5	1.1	-1	3	0.97	-4	9
CCC(C)[C@H](NC(=O)[C@@H]1Cc2ccccc2CN1)C(=O)Nc1ccc2c(c1)OCO2 (some centres not stated)	-5	-6	-2	1.1	-4	-16	1.2	-2	14
COc1ccc(CCNS(=O)(=O)c2ccc(Br)cc2)cc1	-7	-4	-2	1.1	-3	-8	1.1	1	25
CCOc1c(CNCCCSc2nc(C)cc(C)n2)cccc1OC	10	-2	0	0.9	-2	15	0.85	-1	1
COc1ccc(CN2C(=O)c3cccnc3C2=O)cc1S(=O)(=O)N1CCOc2ccc(Cl)cc21	1	-6	-5	0.99	5	8	0.92	0	9

Screens (PubChem BioAssay)
